ERK EGF block – inhibitors of EGF-stimulated ERK signaling pathway. hit rate 0.41% among 130,000. HEK293-V1b, EGF-stimulated phospho-ERK AlphaScreen. Potency, µM (series often up to 11.5 µM), for the others: top-dose activity change, negative = inhibition, actives largely listed as inhibitors; active means well fitted inhibition curve with a large enough effect; inconclusive means small, poorly fitted or top-dose-only effect, or effect the other way;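 further: plate controls were stimulated vehicle wells for no effect and unstimulated vehicle basal for full effect; nearly all actives have a fitted effect of over 55% in size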
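Concentration-response of compounds against EGF-driven ERK phosphorylation in V1b-expressing HEK293 cells; 30 min preincubation, 5 min EGF, AlphaScreen detection; Normalized to DMSO basal and 25 nM EGF.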
* = called active by the depositor; ? = inconclusive; [ ] = remark or other dose. Potency means the concentration at half of the fitted maximal effect.

molecule,ERK EGF block
COC(=O)C1CSC(C(=O)OC)N1C(=O)CN1CCN(c2ccccc2)CC1 (stereo not drawn),-4.2%
O=C(Nc1ncc(Cc2cccc(Cl)c2)s1)c1ccc([N+](=O)[O-])cc1,-5.0%
S=C(c1c[nH]c2ccccc12)N1CCCC1,5.3%
COc1cc(OC)cc(C(=O)NNC(=O)c2ccc(S(=O)(=O)N3CC(C)OC(C)C3)cc2)c1 (stereo not drawn),1.2%[57.5 µM]
C[C@]12CCC3c4ccc(O)cc4CCC3[C@@H]1CCC2=O (stereo partly drawn),19.6%[25.7 µM]
COc1ccc(/C=N/Nc2nc(-c3cccc(S(=O)(=O)N4CCCC4)c3)cs2)c(OC)c1,4.4%
CS(=O)(=O)Nc1ccc(S(=O)(=O)N2CCCC2)cc1,-6.9%
O=C(c1nn2c(C(F)(F)F)cc(-c3cccs3)nc2c1Br)N1CCCc2ccccc21,1.2%
O=C(COC(=O)c1ncc(Cl)c(Cl)c1Cl)Nc1ccccc1OC(F)F,1.1%
CC1(C)Cc2nc3sc4c(NCCO)ncnc4c3cc2CS1,6.3%[57.5 µM]
O=C1/C(=C\c2ccco2)SC(=S)N1c1ccccc1,?
CCN(CC)S(=O)(=O)c1ccc(N2CCCC2)c(NC(=O)c2ccc(OC)cc2OC)c1,-6.9%
CN(C)S(=O)(=O)Nc1cc(Cl)cc(Cl)c1,-5.7%
O=C(CN1C(=O)c2ccccc2C1=O)NCCc1c[nH]c2ccc(Cl)cc12,-24.2%
CCOc1ccc(-n2c(SCc3ccc([N+](=O)[O-])cc3)nnc2-c2ccc(OC)cc2)cc1,2.2%
O=C(C1=NN[C@@H]2C(=O)N(Cc3ccccc3)C(=O)[C@H]12)c1ccc([N+](=O)[O-])cc1,-4.9%[57.5 µM]
CSc1nc(O)c(Nc2cccc(Cl)c2)c(=O)[nH]1,2.5%[57.5 µM]
COc1cccc(C(=O)C2=NN(C(C)=O)CC2c2ccco2)c1 (stereo not drawn),-1.0%
CCOC(=O)CNC(=O)C12CC3CC(CC(C3)C1)C2,-7.0%
Cc1ccc(S(=O)(=O)Nc2csc(C)c2C(=O)O)cc1,7.9%[57.5 µM]
CCOC(=O)c1cnc(-n2nc(C)cc2C)nc1NNc1cc(-c2ccccc2)nc(C)n1,0.1%
O=C1C2C3CC(C2C(=O)N1c1cccc(Cl)c1)[C@H](O)C3O (stereo partly drawn),-2.7%[57.5 µM]
COc1ccc(C(=O)NCCCCCC(=O)N/N=C/c2ccco2)cc1OC,8.9%
CCS(=O)(=O)N1CCN(C(=O)c2ccccc2[N+](=O)[O-])CC1,-1.0%
CCOc1ccc2nc(NC(=O)/C=C/c3ccc4c(c3)OCO4)sc2c1,-6.2%

Shown with each value named: entries from further up
S=C(c1c[nH]c2ccccc12)N1CCCC1
  ERK EGF block: 5.3%
COc1ccc(C(=O)NCCCCCC(=O)N/N=C/c2ccco2)cc1OC
  ERK EGF block: 8.9%

Continued:
molecule,ERK EGF block
O=[N+]([O-])c1cccc2c(N3CCOCC3)ccnc12,1.4%
c1ccc(C(c2ccccc2)N2CC3(CCNCC3)C2)cc1,-9.7%
Cc1csc(NC(=O)C2CCN(S(=O)(=O)c3cccs3)CC2)n1,-5.7%
Cc1ccc(N2C(=O)NC(NC(=O)C3CC3)(C(F)(F)F)C2=O)cc1 (stereo not drawn),-6.0%
COc1ccc(C(=O)Nc2cc(C)on2)cc1S(=O)(=O)N1CC(c2ccccc2)CC1=O (stereo not drawn),2.9%
CN(C(=O)COC(=O)c1c2c(nc3ccccc13)/C(=C/c1cccc([N+](=O)[O-])c1)CCC2)C1CCS(=O)(=O)C1 (stereo not drawn),-5.6%
Cc1cccc(N2C(=O)CS/C2=N\NC(=O)c2ccc(Br)cc2)c1C,3.0%
Cc1c(Cl)cccc1NC(=O)CCC(=O)NNC(=O)c1ccccc1,2.7%
O=C(NCc1ccccc1Cl)C1CCC(CNc2c(N3CCCCC3)c(=O)c2=O)CC1 (stereo not drawn),-3.8%
CCN(CC)C(=O)C(=O)Nc1ccc(OC)c(Cl)c1,-8.5%
O=S(=O)(NCC1CCCO1)c1cnc(Cl)c(Br)c1 (stereo not drawn),7.8%
Cc1ccn(-c2cccc(-n3ccc(C)n3)n2)n1,7.3%
O=C(CSc1nnc2n1CCCCC2)Nc1ccc(N2CCOCC2)cc1,-9.2%[57.5 µM]
O=C1SCCc2c1n(Cc1ccccc1)c1ccccc21,8.6%
Cc1nnsc1C(=O)N/N=C/c1ccccc1Cl,-1.4%[57.5 µM]
COc1ccc(NC(=O)CN2C(=O)c3ccccc3Sc3ccc(C(=O)N4CCOCC4)cc32)c(OC)c1,6.4%
CCCC(=O)OCC(=O)Nc1cc(Cl)ccc1[N+](=O)[O-],-0.3%
NC(=O)C1CCN(c2ncc(C(F)(F)F)cc2Cl)CC1,4.9%
O=C(c1cccs1)N1CCc2c([nH]c3ccccc23)C1c1ccccn1 (stereo not drawn),-8.8%[57.5 µM]
Cc1nc2ccccc2n1C(=O)N1CCOCC1,-7.0%
Cc1ccc(CNC(=O)COC(=O)c2ccc(Cl)c(N)c2)cc1,?
COC(=O)c1sc(C(C)(C)C)cc1CS(=O)(=O)c1ccccn1,6.0%[57.5 µM]
COc1cccc(C2CC(C(F)(F)F)n3nc(C(=O)Nc4c(C)n(C)n(-c5ccccc5)c4=O)cc3N2)c1 (stereo not drawn),-5.5%
Cc1ccnc(SCc2cc(=O)c(OC(=O)c3ccccc3)co2)n1,-1.1%
C[C@]1(C(=O)O)C=C[C@@H](Cc2ccccc2)N1C(=O)c1ccccc1,1.6%
CCOC(=O)COc1cc(O)c2c(=O)cc(-c3ccccc3)oc2c1,-2.4%
O=C(Nc1ccccc1)c1ccc(-c2ccccc2C(F)(F)F)o1,-3.2%
NC(=O)c1ccc[n+](CC(=O)c2ccc(Br)cc2)c1,-3.5%
CN1C(=O)CC2(CC(=O)N(Cc3ccccc3)C2)C1=O (stereo not drawn),-9.8%
Cc1ccc(C(=O)N2CCN(S(=O)(=O)c3ccccc3)CC2)cc1,1.9%
CC(=O)OC1CC[C@]2(C)C(CC(OC(C)=O)[C@]3(C)C2CC[C@@]2(C)C(c4ccoc4)OC(=O)C4O[C@]432)C1(C)C (stereo partly drawn),20.1%
CCn1ncc(Br)c1C(=O)Nc1ccccc1OC,-1.2%
Cc1cccc(N2CCN(C(=O)c3cc(S(=O)(=O)N(C)C)ccc3N3CCCC3)CC2)c1C,-7.9%
Cc1cccc(C)c1NC(=O)C(Cl)=C(Cl)Cl,-4.7%
CCC1=NN2C(=N)/C(=C/c3c(C)nn(-c4ccccc4)c3Cl)C(=O)N=C2S1,-10.6%
Cc1[nH]n(C)c(=O)c1C(=O)c1c(-c2ccccc2Cl)noc1C,-7.8%[57.5 µM]
O=C(Nc1ccc(CN2CCOCC2)cc1)c1cccc(-c2cc3ccccc3oc2=O)c1,-7.2%
CCc1ccc(/C=N/NC(=O)c2cc(C)on2)s1,7.4%
CCN[C@@H]1C[C@H](C)S(=O)(=O)c2sc(S(N)(=O)=O)cc21,-6.2%[25.7 µM]
Cc1ccc(NC(=O)c2nc[nH]c2C(=O)N[C@@H](C)C(=O)OC(C)(C)C)cc1,2.6%[57.5 µM]
C(=N\N=C\c1cccnc1)/c1cccnc1,1.0%
Cc1ccc(S(=O)(=O)/N=C(\Nc2cc(C)on2)c2ccc(Cl)cc2)cc1,8.6%
O=[N+]([O-])c1ccccc1/C=N/Nc1nnc(-c2ccccc2)c(-c2ccccc2)n1,2.3%
CN1c2ccccc2C(=O)C(=C2SCCCS2)S1(=O)=O,4.1%[57.5 µM]
Cc1ccccc1N/C(SCc1cccc(Br)c1)=C(/C#N)C(N)=O,0.9%
O=C1C2C(C(=O)N1/N=C/c1cc([N+](=O)[O-])c(O)cc1O)C1C=CC2C12CC2 (stereo not drawn),3.6%
O=C(NNC(=S)NC1CCCCC1)c1ccc(Cl)s1,-13.6%
[N-]=[N+]=CC(=O)C(c1ccccc1)(c1ccccc1)c1ccccc1,-8.4%[57.5 µM]
CS(=O)(=O)CCC(C(=O)OCC(=O)c1ccc(Cl)cc1)N1C(=O)c2ccccc2C1=O (stereo not drawn),-3.3%
Cc1n[nH]c(=S)n(NC(=O)CC(=O)Nn2c(=S)[nH]nc(C)c2=O)c1=O,-1.7%

Next section
mol	ERK EGF block
Cc1ccc(-n2c(O)c(C=Nc3cc(C)on3)c3ccccc3c2=O)c(C)c1	-3.3%
CCc1nnc2n1N=C(c1ccc(OC)cc1)CS2	10.2%
O=C(N/N=C/c1ccc2c(c1)OCO2)c1cc(-c2ccncc2)nc2ccccc12	11.7%
O=C(CSc1nnc(-c2ccccc2)n1-c1ccc(Cl)cc1)N/N=C/c1ccco1	-12.5%
O=C(CCCSc1nc2ccccc2c(=O)[nH]1)c1ccc(F)cc1	6.0%
O=C(Nc1cccc(Br)c1)c1ccc(OC2CSC2)cc1	25.1µM*
Cc1ccc(S(=O)(=O)NN2C(=O)/C(=C/c3cccs3)SC2=S)cc1	1.7%[57.5 µM]
COC(=O)c1ccc(C(=O)OC)c(NC(=O)CN(C)Cc2cccc(Cl)c2Cl)c1	-0.4%
C/C(=N\NC(=O)CNC(=O)C(c1ccccc1)c1ccccc1)c1ccc(C)cc1	3.9%
CCN(CC)CC(O)CN1C(=O)NC(C)(C)C1=O (stereo not drawn)	-5.5%
Cc1ccc(-c2nnc(N3CCC(C)CC3)c3ccccc23)cc1C	?
Cc1ccccc1OCC(=O)OCC(=O)Nc1ccc(S(N)(=O)=O)cc1	-2.1%
CNC(=S)Nc1cc(C)ccc1OC(F)F	6.8%[57.5 µM]
O=C(C1=NNC2C(=O)N(c3ccccc3)C(=O)C12)c1nc(Cl)ccc1Cl (stereo not drawn)	3.5%
O=C(NCc1cccnc1)C(=O)N/N=C/c1ccc([N+](=O)[O-])cc1	1.0%

5 structures from above, ordered by formula weight, largest number first:
mol	ERK EGF block
O=C(Nc1ccc(CN2CCOCC2)cc1)c1cccc(-c2cc3ccccc3oc2=O)c1	-7.2%
Cc1ccc(-c2nnc(N3CCC(C)CC3)c3ccccc23)cc1C	?
O=C(NNC(=S)NC1CCCCC1)c1ccc(Cl)s1	-13.6%
CCc1ccc(/C=N/NC(=O)c2cc(C)on2)s1	7.4%
CNC(=S)Nc1cc(C)ccc1OC(F)F	6.8%[57.5 µM]

(listing goes on)
mol	ERK EGF block
COc1ccc(NC(=S)N2CCc3ccccc3C2)cc1	-4.7%
CCN(CC)S(=O)(=O)c1ccc(N2CCOCC2)c(NC(=O)COc2ccc(Cl)cc2)c1	-2.7%[57.5 µM]
Cc1cc(/C=C2/C(=N)N3C(=NC2=O)SN=C3S(C)(=O)=O)c(C)n1-c1ccc(F)cc1	1.8%
COc1ccc(S(=O)(=O)N2CCOCC2)cc1NC(=O)CSc1ncnc2ccccc12	-0.4%
COc1ccc(CNC(=O)COC(=O)C2CCN(S(=O)(=O)c3ccccc3C(F)(F)F)CC2)cc1	7.5%
CCN(Cc1ccccc1)C(=O)COC(=O)CNC(=O)c1ccc(C)s1	-5.9%
Cc1cc(C)cc(NC(=S)NC2CC3CCCC(C2)N3C2CC2)c1 (stereo not drawn)	-5.4%
CCOc1c(Br)cc(CNc2ccc(N3CCOCC3)cc2)cc1OC	?
Cc1cc(C(=O)Cn2nc(C(=O)O)c3ccccc3c2=O)c(C)n1-c1cccc(C(F)(F)F)c1	6.3%[57.5 µM]
O=C(Nn1cc(C(=O)Nc2ccc(F)cc2F)c2ccccc2c1=O)c1cnccn1	-5.1%
Cc1ccc(S(=O)(=O)NCC(=O)N(c2ccccc2)C(C(=O)NCc2ccccc2)c2ccco2)cc1 (stereo not drawn)	-1.1%
O=C(Nc1nnc(-c2ccc(Cl)cc2)o1)c1cccc(N2C(=O)CCC2=O)c1	0.5%
CCN(C(=S)NCc1ccccc1)c1ccccc1	-1.2%
O=[N+]([O-])c1cc(C(F)(F)F)cc([N+](=O)[O-])c1N1CCCNCC1	27.4%
Cc1cc(C)cc(N=C2NC(=O)/C(=C/c3cccs3)S2)c1	2.0%
Cc1ccc(NCCC(=O)c2ccccc2)cc1Cl	-1.2%[57.5 µM]
CSc1ncccc1C(=O)OCC(=O)c1ccccc1	-6.0%
O=C(NCCc1ccccn1)C1CCN(S(=O)(=O)c2ccc3ccccc3c2)CC1	-5.2%
Cc1cccc(N=C2NC(=O)/C(=C/c3cccn3C)S2)c1C	?
FC(F)(F)c1ccccc1NC(=S)N1CCc2ccccc2C1	-1.4%
CCCCOc1ccc(S(=O)(=O)Nc2ccc(NC(C)=O)cc2)cc1	-1.2%
COCCn1c(SCC(=O)Nc2nnc(C)s2)nnc1-c1ccco1	-1.7%
COCCNC(=O)C(c1ccc(C)o1)N(C(=O)C(=O)NC1CCCCC1)c1ccc(F)cc1 (stereo not drawn)	1.4%
CC(C)NC(=O)Cn1c(=O)cnc2ccccc21	-9.6%
COc1ccccc1C(=O)COC(=O)CNS(=O)(=O)c1ccc(C)cc1	-5.8%
Cc1cccc(CCN(CC(=O)NC(C)(C)C)C(=O)c2csnn2)c1	-7.4%
CN(Cc1ccccc1)c1ccc(C(CC(N)=O)NC(=O)Cc2ccc(Br)cc2)cc1[N+](=O)[O-] (stereo not drawn)	31.6µM*
COc1ccc(NC(=O)c2nc[nH]c2C(=O)N[C@@H](C)c2ccccc2)cc1	-7.6%[57.5 µM]
N=c1ccn2c(n1)O[C@H]1[C@@H](O)[C@@H](CO)O[C@H]12	-31.5%
COc1ccc(C)cc1NC(=O)NCc1ccccc1F	-5.9%
O=C(CNC(=O)c1cccs1)N/N=C/c1ccco1	-0.5%

High-throughput results from PubChem BioAssay.

An excerpt; the hit share may differ from the screen's.
